High-throughput results: PubChem BioAssay, several laboratories
FBA Mtb inh – inhibitors of M. tuberculosis fructose-bisphosphate aldolase; purified M. tuberculosis FBA, fluorescence read-out; 2.3% of 360,000 active; inhibition, % at 1 µM; AID 588726; in the data active = inhibition above about 27%;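 also: 0% = vehicle and 100% = reference inhibitor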
Target sequence (P9WQA3 whole entry, looked up): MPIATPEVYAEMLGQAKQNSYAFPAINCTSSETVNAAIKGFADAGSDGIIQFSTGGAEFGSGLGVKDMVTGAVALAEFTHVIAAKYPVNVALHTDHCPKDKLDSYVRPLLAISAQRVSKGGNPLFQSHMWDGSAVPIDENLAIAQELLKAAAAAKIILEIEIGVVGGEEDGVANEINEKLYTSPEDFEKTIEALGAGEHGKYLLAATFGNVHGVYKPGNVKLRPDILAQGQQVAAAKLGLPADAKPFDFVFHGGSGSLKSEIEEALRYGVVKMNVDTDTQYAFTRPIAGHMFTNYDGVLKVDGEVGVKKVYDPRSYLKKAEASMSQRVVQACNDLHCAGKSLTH
BoNT F protease – BoNT F light chain protease inhibition | Multiplex microsphere protease cleavage assay, flow cytometry | inhibition, % at 10 µM | 0.22% of 360,000 active | AID 588497; in the data active = inhibition above about 35%, passing the limit was not always enough; inconclusive = no clear call, values can overlap the other calls; also: plate controls were buffer without enzyme for full effect and enzyme alone for no effect
FadD28 binding – inhibitors of Mycobacterium tuberculosis FadD28 bisubstrate binding. FadD28 bisubstrate probe binding, fluorescence polarization. inhibition, % at 12.5 µM. 0.22% of 360,000 active; in the data active = inhibition above about 8.5%, passing the limit was not always enough; inconclusive = no clear call, values can overlap the other calls
GDH-TPI counter – inhibits GDH-TPI coupling enzymes, artifact for Mtb FBA screen; AID 588335; GDH-TPI coupled enzyme counterscreen, NADH absorbance; 1.2% of 360,000 active; inhibition, % at 4.8 µM;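 also: 0% = DMSO wells and 100% = wells lacking the enzyme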
CCHF vOTU inh – CCHFV vOTU protease inhibition; Pep-AMC fluorescence; 0.55% of 370,000 active; inhibition, % at 11.5 µM; also: 0% = vehicle wells with enzyme and 100% = no enzyme wells
Mtb UGM inh – Mtb UDP-galactopyranose mutase inhibition; purified UGM, fluorescence polarization probe displacement; inhibition, % at 10 µM; 0.06% of 320,000 active; AID 504406; in the data active = inhibition above about 10%, passing the limit was not always enough; inconclusive = no clear call, values can overlap the other calls
Target sequence (P9WIQ1 whole entry, looked up): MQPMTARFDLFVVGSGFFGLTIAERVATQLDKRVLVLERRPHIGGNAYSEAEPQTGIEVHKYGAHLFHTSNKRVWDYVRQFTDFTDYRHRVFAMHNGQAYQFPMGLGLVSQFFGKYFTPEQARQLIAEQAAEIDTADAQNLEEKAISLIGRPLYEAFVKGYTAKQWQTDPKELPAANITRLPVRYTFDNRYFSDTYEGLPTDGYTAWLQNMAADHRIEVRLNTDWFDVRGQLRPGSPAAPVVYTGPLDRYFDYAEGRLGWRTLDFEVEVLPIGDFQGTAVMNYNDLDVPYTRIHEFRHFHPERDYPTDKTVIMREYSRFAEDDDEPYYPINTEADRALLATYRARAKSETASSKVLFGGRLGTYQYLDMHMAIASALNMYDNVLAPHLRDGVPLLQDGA
PrPC TRFRET – cell surface PrPC inhibition, primary TR-FRET screen; P04156; TR-FRET read-out; inhibition, % at 13.8 µM; 0.43% of 370,000 active; AID 720596; in the data active = inhibition above about 24%; also: 0% = median of the test wells and 100% = reference compound wells
BoNT-A LC inh2 – blocks Botulinum neurotoxin A light chain protease. multiplex microsphere protease substrate cleavage, flow cytometry. inhibition, % at 10 µM. 0.17% of 360,000 active; in the data active = inhibition above about 30%; inconclusive = no clear call, values can overlap the other calls; also: plate controls were buffer without enzyme for full effect and enzyme alone for no effect
BioA inh – inhibitors of Mycobacterium tuberculosis BioA enzyme. purified M. tuberculosis BioA enzyme, plate reader. inhibition, % at 9.99 µM. 0.096% of 360,000 active; in the data active = inhibition above about 40%; inconclusive = no clear call, values can overlap the other calls
An asterisk follows results filed as active; u = inconclusive; x = not tested or not shown. Rule as the data show it, unless noted: active = inhibition above about 30%; inactive = the rest.

SMILES	FBA Mtb inh	BoNT F protease	FadD28 binding	GDH-TPI counter	CCHF vOTU inh	Mtb UGM inh	PrPC TRFRET	BoNT-A LC inh2	BioA inh
CC(Sc1nnc(-c2ccco2)n1N)C(=O)NCC1CCCO1 (configuration not stated)	3	-12	-1.9	7	2	-0.3	-1	0.0	-1.5
COc1ccc(NC(=O)/C(C#N)=C\c2cc(C)n(-c3ccc(Oc4ccc([N+](=O)[O-])cn4)cc3)c2C)cc1	2	-6	-0.8	10	-1	-2.6	-7	-0.5	-0.3
CCc1ccc(C(=O)NCc2cccs2)s1	0	-2	-1.7	0	7	1.1	0	0.6	-0.2
COC(=O)c1ccc(CSc2nc(N)cc(N)n2)cc1	2	0	-0.5	4	15	0.7	3	0.4	0.2
COc1ccc(/C=C/c2nc(-c3ccccc3O)n[nH]2)cc1OC	0	-14	-14	24	9	-1.1	-5	-0.2	13
Cc1cc(C)cc(NC(=O)C(=O)NCCCN2CCCC2=O)c1	-4	-1	-0.6	2	-4	-3.3	4	0.3	x
CCCNCCC(c1ccco1)c1ccccc1OC (configuration not stated)	2	-6	-0.6	2	-6	-2.3	-4	-1.9	1.2
COc1ccc(CC2C(=O)NC(=O)N(c3ccccc3)C2=O)c(OC)c1 (configuration not stated)	1	-6	-1.5	8	-9	-1.0	-1	-0.3	0.0
CCOCC(=O)Nc1sc2c(c1C(=O)OCC)CCCC2	4	0	-0.3	20	14	-0.8	3	0.8	-2.3
CCN(CC)S(=O)(=O)c1ccc2c(c1)c(=O)c(C(=O)NCCCN(C)c1ccccc1)cn2C	-5	8	-3.4	14	3	0.0	-1	-0.1	-1.1
COCCN1CCn2c(nc3cc(NC(=O)c4ccc(OC)cc4)ccc32)C1	11	-38	-1.1	3	18	-2.1	5	1.0	13
COc1cc(-c2cc(C(=O)Nc3cccc(C(C)=O)c3)c3ccccc3n2)cc(OC)c1OC	1	5	-3.0	13	4	2.7	-5	-2.6	0.3
CSc1ccc(/C=C/C(=O)OCC(=O)N(C)CCC#N)cc1	22	-4	-0.4	9	-28	-0.6	6	-0.4	x
Cc1cc(C(=O)Nc2c(C)n(C)n(-c3ccccc3)c2=O)cs1	0	-3	-3.1	-2	-8	-1.2	-4	-0.3	-0.7
CCN(CC)S(=O)(=O)c1cccc(C(=O)N/N=C/c2ccccn2)c1	3	-3	-2.6	-2	4	-0.1	4	-1.3	x
CC(C)C(=O)COc1c2occc2cc2ccc(=O)oc12	2	2	0.4	6	12	x	-4	-0.1	0.4
Cc1sc2ncnc(Sc3ccccc3C(=O)Nc3ccc(Br)cc3)c2c1C	3	0	-2.4	3	12	-0.9	25*	0.0	0.2
COc1c(/C=N/NC(=O)c2ccccc2O)c(CCN(C)C(C)=O)cc2c1OCO2	-3	-5	-1.1	21	-14	0.1	5	-1.5	-1.9
Cc1cc(C)cc(N(C(=O)CNC(=O)c2ccco2)C(C(=O)NC2CCCC2)c2cccnc2)c1 (configuration not stated)	5	-1	-0.5	7	10	1.0	-2	0.4	-4.9
CN(C)c1ccc(-c2csc(C(C)(O)c3cccc(F)c3)n2)cc1 (configuration not stated)	0	-4	1.4	12	10	x	9	-0.7	0.6
CCCCn1c(=O)c(C(=O)c2ccccc2)nc2ccccc21	-2	-7	-2.8	1	2	0.0	-6	-6.7	0.5
O=C(NCCc1csc(-c2ccc(C(F)(F)F)cc2)n1)c1cccs1	0	-3	-5.1	0	-2	-0.8	-12	0.3	0.8
Cc1nnc(N2CCC(C(=O)N3CCCCCC3)CC2)c2nn(-c3ccc(Cl)cc3)c(C)c12	13	4	-2.9	4	-2	-1.1	-6	-3.6	9.6
Cc1cc(Cl)nc(SCC(=O)c2ccccc2)n1	-2	-8	-1.4	9	6	-2.0	14	0.3	3.9
COc1ccc(C2=CC(c3c(C)nn(-c4ccccc4)c3Cl)n3nnnc3N2)cc1OC (configuration not stated)	8	-6	-0.5	5	8	-2.6	-5	0.5	1.1

Other records follow:
SMILES	FBA Mtb inh	BoNT F protease	FadD28 binding	GDH-TPI counter	CCHF vOTU inh	Mtb UGM inh	PrPC TRFRET	BoNT-A LC inh2	BioA inh
CCOc1cccc(C2CC(=O)Nc3cc(OC)c(OC)cc32)c1 (configuration not stated)	1	u	-2.1	8	2	-1.3	0	-3.1	-0.8
Cc1ccc(C)c(S(=O)(=O)N2CCN(C(=O)[C@@H](NC(=O)c3ccc(F)cc3)C(C)C)CC2)c1	-2	-8	x	-7	-2	-1.0	1	-5.0	-2.0
COc1ccc(Cl)cc1NC(=O)CCc1nc(-c2ccccc2F)no1	1	-2	-0.7	12	5	0.0	5	0.7	5.1
CN(C)CCNC(=O)CCn1nc(-c2ccc(Cl)cc2)ccc1=O	3	10	-1.6	3	-11	1.7	-8	0.1	-1.9
C=CCn1c(=O)c2ccccc2n2nnc(C(=O)OCC)c12	1	x	-3.8	-19	-1	-0.3	6	x	-0.3
CCOc1ccc(C2/C(=C(\O)c3ccc4c(c3)OCCO4)C(=O)C(=O)N2CCCN2CCOCC2)cc1OC (configuration not stated)	-3	5	-0.9	11	-1	1.3	8	1.0	-1.3
COc1ccc(-c2[nH]ncc2-c2csc(C)n2)c(O)c1	2	3	-5.0	-9	2	-3.7	-2	0.1	0.1
COC(=O)C[C@@H]1C[C@@H]2c3cc(NS(=O)(=O)c4ccc(F)cc4)ccc3O[C@@H]2[C@H](CO)O1	3	-3	-0.5	8	1	x	-7	-0.2	-0.1
COc1ccc(CC(=O)N/N=C/C=C/c2ccc3c(c2)OCO3)cc1OC	1	-9	1.4	35*	8	-3.1	-14	0.1	0.0
COc1cc(C(c2sc3nc(C)nn3c2O)N2CCC3(CC2)OCCO3)cc(OC)c1OC (configuration not stated)	2	u	-5.3	2	-4	-1.8	-1	1.1	-0.1
CCOC(=O)c1ccc(Nc2ncnc3ccccc23)cc1	2	6	-3.9	57*	23	1.6	11	-0.6	2.2
O=C(N/N=C/c1cccc([N+](=O)[O-])c1O)c1cccs1	-9	-3	0.1	32*	4	-2.0	9	-0.6	x
CCOC(=O)Cn1nc(C)n(-c2ccc(C(C)(C)C)cc2)c1=O	5	-8	0.7	1	-5	0.7	4	-0.2	-1.0
COc1ccc(-c2ccc(C(=O)Nc3cccc(C(C)=O)c3)c3occc23)c(C)c1	-1	-9	-3.3	4	1	x	10	-0.4	-0.9
COc1ccccc1CNC(=O)c1ccccc1N(C)S(C)(=O)=O	-3	2	-3.5	-2	-7	1.3	15	2.1	1.1
Cc1cc(C(C)(C)C)cc(C)c1COC(=O)C1CCC(=O)N1 (configuration not stated)	-2	-1	-1.9	1	19	1.0	8	-0.9	0.4
COc1ccccc1C(=O)NC(=S)Nc1ccc(N2CCOCC2)cc1	-3	8	-3.1	20	-6	x	-4	-0.3	-1.6
CC(C)C(=O)C1=Cc2cccc([N+](=O)[O-])c2OC1N1CCOCC1 (configuration not stated)	-3	-14	-1.5	13	4	1.2	-6	-2.8	3.3
CCOC(=O)c1cccc(C2=CC(=O)C[C@H](c3ccc(OC)c(OC)c3)C2)c1	-3	1	-4.1	4	-1	-0.3	14	-0.3	3.4
CCC(=O)OCC(=O)Nc1ccc(OC)cc1[N+](=O)[O-]	0	-6	2.1	-4	-3	-2.5	-3	-1.5	x
O=C(NC(=S)Nc1ccc(S(=O)(=O)N2CCCC2)cc1)c1cccs1	-1	-9	-1.4	11	13	-0.8	3	-1.2	-1.2
Cc1ccc(C(=O)N/C(=C\c2ccc(-c3ccc(Br)cc3)o2)C(=O)NCCCN(C)C)cc1	1	-4	-6.9	10	9	-1.5	-6	0.6	x
O=C(CCN1C(=O)/C(=C/c2ccc3c(c2)OCO3)SC1=S)NNC(=O)c1cccnc1	0	6	-0.5	7	-25	3.7	3	-0.1	x
CCC(C)(C)NC(=O)c1cc([N+](=O)[O-])ccc1N1CCCCC1	-12	-3	-3.8	2	1	-1.6	-19	0.0	1.5
C=C(C)C1CC=C(C)/C(=N/NC(=O)COc2cccc3ccccc23)C1 (configuration not stated)	-1	2	-0.5	10	0	2.6	-2	0.2	-3.3

Overlap with the part before: two compounds, then new ones.
SMILES	FBA Mtb inh	BoNT F protease	FadD28 binding	GDH-TPI counter	CCHF vOTU inh	Mtb UGM inh	PrPC TRFRET	BoNT-A LC inh2	BioA inh
CCC(C)(C)NC(=O)c1cc([N+](=O)[O-])ccc1N1CCCCC1	-12	-3	-3.8	2	1	-1.6	-19	0.0	1.5
C=C(C)C1CC=C(C)/C(=N/NC(=O)COc2cccc3ccccc23)C1 (configuration not stated)	-1	2	-0.5	10	0	2.6	-2	0.2	-3.3
COc1cccc(-c2noc(C3CCCN(C(=O)c4cccc(F)c4)C3)n2)c1 (configuration not stated)	-1	1	-4.1	1	-6	-1.7	-5	2.6	2.2
CS(=O)(=O)c1ccc(Cl)c(NC(=O)COC(=O)Cc2c[nH]c3ccccc23)c1	-3	1	-3.2	-3	-11	-0.8	-1	-0.3	0.5
O=C(NC(=S)NCCN1CCOCC1)c1ccc(Cl)cc1Cl	0	-3	1.7	13	14	0.2	8	0.3	0.0
CC1CCCCN1C(=O)CSc1nnc(-c2ccc(Cl)s2)o1 (configuration not stated)	4	-9	-3.8	8	12	-1.3	4	-0.2	8.0
CCCCNC(=O)c1ccccc1C(=O)NC1(C(=O)NCCCC)CCCC1	5	-4	0.1	-2	-21	x	4	0.9	-1.5
Cc1nc2cc(C(=O)NCCN3CCOCC3)ccc2n1-c1ccc(F)cc1F	2	-2	-2.4	13	1	x	-1	-0.4	7.0
Cc1csc(SCc2c(C(=O)O)oc3ccccc23)n1	-1	-9	-4.6	5	8	2.5	-4	0.4	0.6
CC[C@@H]1C(c2cccc(Cl)c2)=NN(c2ccc(Br)cc2)[C@H]1C(=O)N1CCOC1=O	55*	-2	-0.9	15	x	x	x	0.7	-1.6
O=C(c1ncn(Cc2ccccc2)c1C(=O)N1CCN(c2ccccc2)CC1)N1CCN(c2ccccc2)CC1	0	-8	-2.0	0	-8	-2.3	-3	-0.5	3.0
CN(C)/C=C(\C#N)S(=O)(=O)c1ccccc1	2	-1	1.1	3	11	0.4	5	0.0	-2.1
CC(C)C[C@H](NC(=O)C1CC(=O)N(c2ccc3c(c2)OCCO3)C1)C(=O)N1CCCCC1 (some centres not stated)	-1	-5	0.3	-1	1	-3.3	2	-1.3	-0.5
CC(C)C[C@H](NC(=O)N1CCn2c1nc1ccccc12)C(=O)NC1CC1	-2	1	1.0	-2	8	-4.7	-9	-0.9	0.2
O=C(NCCc1cccs1)C12CN(Cc3ccccc3)CC1C(c1cccc([N+](=O)[O-])c1)=NO2 (configuration not stated)	0	1	1.1	-6	15	-0.9	1	0.6	0.5
c1ccc(CCn2nnnc2CN2CCN(C3CCCC3)CC2)cc1	-3	-14	-3.4	-4	3	2.6	-1	0.9	-0.9
COC(=O)C1=C(c2ccc(C(C)=O)cc2)C[C@@H]2CC[C@H]1N2C(=O)NCCO	1	-7	-1.6	7	0	-1.0	-6	-0.5	0.3
CCCCOC(=O)c1ccc(NC(C)=O)cc1	6	-1	0.5	1	6	-1.5	1	-0.9	0.9
CCCCC(NC(=O)Cc1c(C)c2cc3c4c(oc3c(C)c2oc1=O)CCCC4)C(=O)O (configuration not stated)	12	16	-5.1	1	-23	-0.7	7	-1.8	0.7
C=CCn1c(COc2ccc(Cl)cc2)nnc1SCC(=O)Nc1ccc(S(N)(=O)=O)cc1	0	-3	-6.0	-1	-2	0.4	3	-1.0	-0.9
COC(=O)c1nc(-c2ccc(C)cc2)oc1N(C)C	115*	-1	-0.1	18	-46	-0.5	0	0.6	2.6
O=C(Nc1ccccc1)c1ccc(COc2ccccc2)cc1	1	2	-2.3	2	-7	0.8	3	-0.8	-0.5
CCCCn1c(N)c(N(CCOC)C(=O)COC(=O)CCOc2ccccc2C)c(=O)[nH]c1=O	3	7	0.4	5	5	-0.6	4	3.0	-3.6
CCC[N+]12CCC(CC1)C(C(O)(c1ccccc1)c1ccccc1)C2 (configuration not stated)	1	1	0.5	7	5	0.9	5	0.1	-3.0

Entries shown so far that contain a tert-butyl group:
SMILES	FBA Mtb inh	BoNT F protease	FadD28 binding	GDH-TPI counter	CCHF vOTU inh	Mtb UGM inh	PrPC TRFRET	BoNT-A LC inh2	BioA inh
CCOC(=O)Cn1nc(C)n(-c2ccc(C(C)(C)C)cc2)c1=O	5	-8	0.7	1	-5	0.7	4	-0.2	-1.0
Cc1cc(C(C)(C)C)cc(C)c1COC(=O)C1CCC(=O)N1 (configuration not stated)	-2	-1	-1.9	1	19	1.0	8	-0.9	0.4

Rows were taken by chance, and some 4.8% of all compounds hit somewhere here.
